# High-throughput results from PubChem BioAssay.
# hIAP act = increases human intestinal alkaline phosphatase activity; P09923; purified human IAP, CDP-Star luminescence, 30 min; active compounds read high; 1 = vehicle-only enzyme, 0 = enzyme-free background; activation factor at 10 µM; 330,000 tested, 0.16% active; AID 2524;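 active = activation factor of the enzyme at least 2-fold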; note: the source names both 10 and 20 µM as test concentration; values of inactives mirror those of a sister screen read the other way
# hIAP block = human IAP inhibition | inhibition, % at 10 µM | 330,000 tested, 0.12% active | purified IAP, CDP-Star luminescence, 30 min;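 active = inhibition reaching a set limit with compound at 10 µM in the primary screen, cut at about 35% in these data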;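 note: plate controls were DMSO wells with enzyme for no effect and no-enzyme buffer wells for full effect; values of inactives mirror those of a sister screen read the other way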
# ATG4B inh = inhibitors of human ATG4B cysteine protease | Q9Y4P1 | ATG4B cleavage of LC3-PLA2, NBD-HPC fluorescence, 1 h | inhibition, % at 8.33 µM | 340,000 tested, 0.51% active | AID 504462; in the data active = inhibition above about 40%
# NLRP3 yeast inh = inhibitors of NALP3 inflammasome in yeast; Yeast reconstituted NLRP3/ASC/caspase-1, beta-gal luminescence, 24 h; inhibition, % at 10 µM; 330,000 tested, 0.39% active;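 active = inhibition of 50% or more; inactive = inhibition below 50%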;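 note: plate controls were induced DMSO wells for no effect and uninduced yeast grown without galactose for full effect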
# Apaf-1 inh = blocks human Apaf-1 apoptosome activity; reconstituted apoptosome caspase-3 activity, DEVD-Rh110 fluorescence; inhibition, % at 20 µM; 330,000 tested, 0.71% active; active = inhibition of at least 40% at 20 µM;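 note: plate controls were DMSO wells for no effect and DEVD-CHO caspase inhibitor wells for full effect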
# Target sequence (O14727 whole entry, looked up): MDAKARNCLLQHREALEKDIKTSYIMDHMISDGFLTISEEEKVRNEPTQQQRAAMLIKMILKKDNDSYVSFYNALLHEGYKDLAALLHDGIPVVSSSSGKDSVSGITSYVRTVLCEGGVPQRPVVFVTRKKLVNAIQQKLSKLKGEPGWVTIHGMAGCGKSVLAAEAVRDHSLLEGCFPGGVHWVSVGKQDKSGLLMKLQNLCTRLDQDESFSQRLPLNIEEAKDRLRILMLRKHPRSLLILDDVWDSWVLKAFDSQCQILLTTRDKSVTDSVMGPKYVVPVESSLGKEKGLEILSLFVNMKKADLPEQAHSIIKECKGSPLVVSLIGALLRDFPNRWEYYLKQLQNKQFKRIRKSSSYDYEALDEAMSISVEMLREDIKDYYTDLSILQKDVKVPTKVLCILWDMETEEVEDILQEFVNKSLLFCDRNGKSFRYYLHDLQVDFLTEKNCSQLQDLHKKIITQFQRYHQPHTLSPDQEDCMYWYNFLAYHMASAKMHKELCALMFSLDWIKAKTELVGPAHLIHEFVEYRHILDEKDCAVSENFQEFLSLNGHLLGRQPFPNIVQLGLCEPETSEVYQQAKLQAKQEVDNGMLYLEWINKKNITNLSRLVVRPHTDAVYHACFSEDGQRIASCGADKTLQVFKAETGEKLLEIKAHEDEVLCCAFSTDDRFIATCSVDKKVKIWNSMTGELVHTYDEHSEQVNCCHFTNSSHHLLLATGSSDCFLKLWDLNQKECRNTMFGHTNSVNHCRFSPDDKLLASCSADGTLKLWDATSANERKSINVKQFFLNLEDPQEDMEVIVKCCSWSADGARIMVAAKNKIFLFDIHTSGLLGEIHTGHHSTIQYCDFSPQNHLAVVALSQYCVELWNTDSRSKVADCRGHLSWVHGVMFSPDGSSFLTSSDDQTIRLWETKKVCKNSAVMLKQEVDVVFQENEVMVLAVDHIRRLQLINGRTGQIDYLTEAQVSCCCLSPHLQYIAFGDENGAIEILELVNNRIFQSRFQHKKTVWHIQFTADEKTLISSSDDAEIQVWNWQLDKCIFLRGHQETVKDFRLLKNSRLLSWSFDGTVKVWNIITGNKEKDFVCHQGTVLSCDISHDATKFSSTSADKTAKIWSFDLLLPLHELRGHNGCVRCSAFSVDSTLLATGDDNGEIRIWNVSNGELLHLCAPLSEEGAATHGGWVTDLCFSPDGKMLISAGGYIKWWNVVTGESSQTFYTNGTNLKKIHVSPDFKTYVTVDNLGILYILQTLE
#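 Medium: Hepes buffer, pH 7.5 / System: biochemical Apaf-1 apoptosome reconstitution / Measured by: Rh110 fluorescence, excitation 480 nm, emission 540 nm / Times: compound with Apaf-1, dATP, procaspase-3 30 min, then 50 min reaction, room temperature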
# TIM10 inh = TIM10 yeast growth inhibition. S. cerevisiae TIM10 strain growth, BacTiter-Glo luminescence, 24 h. inhibition, % at 10 µM. 330,000 tested, 1.4% active. AID 463195;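 active = inhibition of 40% or more at the single tested concentration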;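 note: wild-type TIM10 isogenic control strain grown at permissive 25 °C; 0% = DMSO yeast wells and 100% = minimal medium wells without yeast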
# mIAP inh = blocks mouse intestinal alkaline phosphatase; 330,000 tested, 0.2% active; purified mouse IAP, CDP-Star luminescence, 30 min; inhibition, % at 10 µM; AID 2806;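 active = inhibition of at least 40% at 10 µM in the primary screen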;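 note: plate controls were DMSO with enzyme for no effect and no enzyme wells for full effect; values of inactives mirror those of a sister screen read the other way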
# mIAP activ = increases mouse intestinal alkaline phosphatase activity; muIAP, CDP-Star luminescence, 30 min; active compounds read high; 1 = vehicle-only enzyme signal, 0 = enzyme-free wells; activation factor at 10 µM; 330,000 tested, 0.24% active; AID 2805;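 active = activation factor of at least 2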; note: the source names both 10 and 20 µM as test concentration; values of inactives mirror those of a sister screen read the other way
#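 Assay system: mouse IAP enzyme / Compound: DMSO-dissolved test compounds / Timing: 30 min, room temperature / Measured by: luminescence from enzymatic CDP-Star hydrolysis / Control set: DMSO-only wells, enzyme-free buffer wells as negative control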
# tim10-1 inh = inhibits growth of tim10-1 mutant yeast; inhibition, % at 20 µM; S. cerevisiae tim10-1 ts strain growth, BacTiter-Glo, 24 h; 330,000 tested, 2.2% active;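 active = inhibition of at least 40%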;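 note: mutant grown at 25 °C; 0% = DMSO wells with yeast and 100% = wells holding no yeast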
# * = called active by the depositor; . = no result given. Hits appear at their usual frequency; any-hit rate near 4.5%.
SMILES,hIAP act,hIAP block,ATG4B inh,NLRP3 yeast inh,Apaf-1 inh,TIM10 inh,mIAP inh,mIAP activ,tim10-1 inh
Cc1cccnc1NC(=O)CCc1c[nH]c2ccccc12,0.96,4,-1,-4,-2,5,-3,1,12
CC1CCCC(C)N1CCCNC(=O)c1cc2c(=O)n(C)c3ccccc3c2n1C (centres undefined),1,-3,.,6,7,8,-2,1,-1
COc1ccc(/C=N/NC(=O)c2ccc(N(C)S(=O)(=O)c3ccccc3)cc2)c(OC)c1,1,0,31,4,-10,-6,10,0.9,-2
CN(C)C(=S)SCC(=O)NCc1ccc(F)cc1,0.9,10,-3,15,-4,6,9,0.91,3
N#CC1=C(SCC(N)=O)NC2=C(C(=O)c3ccccc32)C1c1ccc(Cl)cc1 (centres undefined),1,-4,1,6,8,29,9,0.91,44*
O=C(NC(=S)Nc1cc(Cl)ccc1N1CCOCC1)c1ccc(-c2cccc(Cl)c2)o1,1,-2,6,5,-9,9,5,0.95,0
Cc1c(Cl)ccc2c1NC(=O)C21NC(CCC(N)=O)[C@H]2C(=O)N(c3ccc(Cl)cc3)C(=O)[C@H]21 (some centres undefined),0.82,18,-8,-6,7,4,6,0.94,10
Cc1ccc(S(=O)(=O)CCc2ccccn2)cc1,1,0,-7,19,3,3,5,0.95,20
CC(C)/C=N/NC(=O)c1cccc(N2CCCC2=O)c1,0.98,2,-8,-6,5,4,-4,1,-7
C#Cc1ccc([C@@H]2C=C(C(=O)NCc3nc4ccccc4[nH]3)O[C@H](OCC)[C@H]2CCCO)cc1,1,-1,-1,4,9,6,3,0.97,9
O=C1CNC(=O)/C(=C\c2ccc(F)cc2)N1,1,-4,1,9,-2,14,3,0.97,-11
CC1=Nc2ccccc2/C1=C/c1nc(-c2ccc(C)s2)oc1O,0.9,10,-6,12,8,23,15,0.85,28
O=C(NC1CCCC1)C(c1ccc(F)cc1)N(Cc1ccc(F)cc1)C(=O)CCl (centres undefined),1,0,5,14,0,36,7,0.93,57*
CCOC(=O)[C@H]1[C@H]2COc3ccc(Br)cc3[C@@H]2N2C(=O)c3ccc(F)cc3NC(=O)[C@@]12C,0.98,2,5,18,19,-14,24,0.76,31
CC1Cc2ccccc2N1C(=O)CSc1nnc2c(n1)[nH]c1ccc(F)cc12 (centres undefined),1.1,-10,-13,2,23,6,6,0.94,22
COc1ccc(N2C(=O)CC(n3c(CCCCO)nc4ccccc43)C2=O)cc1 (centres undefined),1.1,-7,-2,14,-3,-5,-5,1.1,6
CC(C)N(C(=O)[C@H]1C[C@H](CC(=O)NCCCn2ccnc2)C(=O)N2CCc3c([nH]c4cc(CCC(=O)N(C)C)ccc34)[C@]12C)C(C)C,.,.,-11,.,18,-8,-17,1.2,8
COC(=O)c1sccc1S(=O)(=O)N1CCCC(N(C)CCc2ccccn2)C1 (centres undefined),1.1,-11,-2,10,1,-8,1,0.99,-11
C=CCc1ccccc1OCC(O)CN(C(C)C)C(C)C (centres undefined),0.94,6,-6,2,5,-10,-4,1,-3
CCOC(=O)c1c(N2C(=O)Nc3ccccc3N2O)sc2c1CCCC2,1.1,-6,7,11,8,28,-3,1,26
C=C(C)CN(CC)CCC(=O)Nc1ccc(OC)cc1OC,0.96,4,-16,3,11,-2,4,0.96,7
COC(=O)[C@H]1C[C@H]2[C@@H]3CC[C@H]4C[C@@H](OC)CC[C@]4(C)[C@H]3CC[C@]2(C)[C@@]2(CCCO2)O1,.,.,-1,.,11,6,7,0.93,23
COc1ccccc1N(CC(=O)NCc1cccnc1)S(C)(=O)=O,0.84,16,-3,-6,-23,4,3,0.97,-15
CSC1=NCCN1S(=O)(=O)c1ccc(NC(C)=O)cc1,0.93,7,-3,0,1,-12,-9,1.1,5
CCOC(=O)c1ccc(N/C=C\C(=O)c2cccc(OC)c2)cc1,0.91,9,-2,8,-13,-9,4,0.95,2
COc1ccc(NC(=O)C2=C(C)C(=O)OC23CCC(C)CC3)cc1Cl (centres undefined),0.95,5,-8,-2,16,17,14,0.86,39
C#CCOCCOCCOCCNc1nc(N2CCN(C(=O)[C@H](CCC(=O)O)n3cc(CN)nn3)CC2)nc(N2CCN(C(=O)[C@H](CCCCN)n3cc([C@@H](N)CC(N)=O)nn3)CC2)n1,0.98,2,0,1,-2,5,9,0.91,-8
O=C(CNC(=O)c1cccs1)OCc1c(F)cccc1Cl,0.95,5,-3,14,4,0,0,1,13
CCOc1ccc(-n2c(Cc3cc(=O)[nH]c(=O)[nH]3)nnc2SCC)cc1,0.9,10,-12,14,-4,0,0,1,3
CN(C)/C=C(\C=O)c1ncc(C(F)(F)F)cc1Cl,1.1,-7,4,6,-1,-2,-8,1.1,15
COCC1CCN(Cc2nc(COc3ccccc3)no2)C1 (centres undefined),1.1,-8,-8,0,1,19,-1,1,7
O=C1CCc2cc(S(=O)(=O)Nc3ccccc3)ccc2N1,1.1,-8,-8,11,10,1,-2,1,-3
C=CCNc1nc(SC)nc2ccsc12,1.2,-16,14,1,-3,5,-8,1.1,22
COc1cccc(N2CCN(C(=O)c3[nH]c(C)c(C(C)=O)c3C)CC2)c1,1.1,-12,-8,24,0,-1,3,0.97,17
COc1ccc(OC)c(C2=C/C(=C/c3ccccn3)C(=O)O2)c1,1.1,-7,4,6,18,25,6,0.94,14
C=CCn1c(O)c(N=NC(=S)Nc2cccc(OC)c2)c2ccccc21,1,-4,1,18,7,32,27,0.73,32
O=C(CCc1ccccc1)N1CCN(c2ccc(F)cc2)CC1,1,-2,-7,4,-2,1,2,0.98,17
O=C(NCCc1c[nH]c2ccccc12)/C(=C\c1cccnc1)NC(=O)c1ccccc1F,0.97,2,1,6,-14,8,5,0.95,-1
Cc1ccccc1-n1nc(C)c(N=O)c1N,1.2,-22,-10,9,-6,-15,-3,1,0
COC(=O)CSc1nnc(CSc2nc(C)cc(C)n2)o1,1,-3,-6,-16,-7,-15,4,0.96,9
CC(=O)c1ccc(NC(=O)C2CCCN(C(=O)c3ccc(Cl)cc3)C2)cc1 (centres undefined),0.86,14,-4,9,2,26,7,0.93,24
CSCCC(NC(=O)c1ccco1)C(=O)N(C)CC(=O)Nc1c(Cl)cccc1Cl (centres undefined),1.3,-27,6,19,6,6,-7,1.1,-18
COC(=O)[C@@H]1C[C@@]2(O)[C@H](O)[C@H](O)[C@H](O)C[C@H]2N1C/C=C/c1ccccc1,0.97,3,-8,13,2,-4,2,0.98,-9
COc1ccccc1N(CC(=O)NCCSCc1cccc(Cl)c1)S(C)(=O)=O,1,-1,1,1,9,10,6,0.94,26
COC(=O)CCC(=O)COc1ccc(OC)cc1C#N,1.1,-6,-1,-1,1,2,0,1,5
CC(C)c1ccc(CN(C(=O)c2cccs2)C2CCS(=O)(=O)C2)cc1 (centres undefined),0.77,23,-12,7,9,18,12,0.88,7
Cc1ccc2cc(CN(CCN(C)C)C(=S)Nc3ccccc3)c(=O)[nH]c2c1C,1,-4,-14,-2,8,11,-8,1.1,40*
N#Cc1ccc(-c2csc(NC(=O)c3ccc(S(=O)(=O)N4CCc5ccccc5C4)cc3)n2)cc1,0.98,2,6,-8,5,-1,8,0.92,-9
COc1ccccc1C(=O)NC(CCSC)C(=O)NCC(c1ccco1)N(C)C (centres undefined),0.94,6,-6,7,-2,-3,2,0.98,13
O=C(C[C@H]1C/C=C\C[C@@H](Cc2ccc(F)cc2)C(=O)O[C@H](c2ccccc2)CNC1=O)NCCO,0.93,7,-12,-2,-2,2,-1,1,9
CCSc1nnc(NC(=O)CSc2nccn2-c2cccc(C)c2C)s1,0.9,10,-8,23,10,-10,-8,1.1,22
Cc1ccc(-c2nnc(N3CCN(C(=O)c4cccs4)CC3)c3ccccc23)cc1,1.1,-8,13,30,10,30,0,1,55*
CS(=O)(=O)c1cccc(-c2nnc(NC(=O)c3ccc4ncsc4c3)o2)c1,1.1,-6,-3,1,2,-8,-3,1,-2
Nc1cc(S(=O)(=O)N2CCCCC2)ccc1N1CCOCC1,0.89,11,4,5,-27,-1,3,0.97,17
N#CCSc1nnc(Nc2ccccc2)s1,0.98,2,9,16,-14,8,1,0.99,15
O=C(Nc1ccccc1C(=O)NC(Cc1c[nH]c2ccccc12)C(=O)O)c1ccccc1 (centres undefined),1.1,-9,28,21,-7,5,0,1,-3
O=C(COC(=O)c1cc(=O)[nH]c2ccccc12)NCc1ccccc1,1.1,-14,-4,13,8,9,-3,1,14
CN(CC(=O)Nc1ccc(N2CCOCC2)cc1)C(=O)COc1ccccc1F,0.92,8,5,10,-13,-15,6,0.94,2
CCOC(=O)c1c(C)[nH]c(NC(=O)NNC(=O)c2ccc(OC)cc2)c1C,1.1,-14,8,6,1,6,-1,1,-13
CN(C)S(=O)(=O)c1cc(NC(=O)CNCCN2CCOCC2)ccc1Cl,0.94,6,6,2,-24,0,-1,1,-4

# Sorted by the number under tim10-1 inh (low to high): 3 from the list above.
structure,hIAP act,hIAP block,ATG4B inh,NLRP3 yeast inh,mIAP inh,mIAP activ,tim10-1 inh
CSCCC(NC(=O)c1ccco1)C(=O)N(C)CC(=O)Nc1c(Cl)cccc1Cl (centres undefined),1.3,-27,6,19,-7,1.1,-18
CCOC(=O)c1c(C)[nH]c(NC(=O)NNC(=O)c2ccc(OC)cc2)c1C,1.1,-14,8,6,-1,1,-13
COc1ccccc1C(=O)NC(CCSC)C(=O)NCC(c1ccco1)N(C)C (centres undefined),0.94,6,-6,7,2,0.98,13

# (cont.)
SMILES,hIAP act,hIAP block,ATG4B inh,NLRP3 yeast inh,Apaf-1 inh,TIM10 inh,mIAP inh,mIAP activ,tim10-1 inh
CC(=O)c1ccc(NC(=O)NNS(=O)(=O)c2ccc(F)cc2)cc1,1.1,-10,-5,12,4,10,-3,1,-1
CCC(=O)N1c2ccccc2NC2=C(C(=O)CC(c3ccco3)C2)C1c1ccco1 (centres undefined),0.82,18,-6,10,6,14,5,0.95,4
CCCCN(Cc1ccco1)S(=O)(=O)c1c[nH]c(C(=O)OC)c1,0.97,3,5,10,11,-1,3,0.97,7
O=C(NCc1nc2ccccc2[nH]1)C1=C[C@@H](c2ccc(Br)cc2)C[C@@H](OCc2ccc(CO)cc2)O1,1.2,-19,0,13,16,-6,-7,1.1,-29
COc1ccccc1/C=C/C(=O)NCC(=O)N/N=C(/C)c1ccc(Cl)cc1,1.3,-32,-5,25,25,8,3,0.97,17
O=C(c1ccc([N+](=O)[O-])cc1)N1CCN(C(=O)c2cccs2)CC1,0.85,15,1,7,8,2,10,0.9,12
CCOC(=O)C1(CCOC)CCN(Cc2ccncc2)CC1,0.98,2,-5,13,2,15,1,0.99,12
CCOCCCNC(=O)c1ccc(OC)cc1,1,-3,-13,-5,5,-20,-3,1,10
O=C(O)CCC(=O)NNC(=O)COc1ccc2ccccc2c1Br,1.3,-34,-3,8,-3,-6,22,0.78,-23
Cc1cc(NC(=O)c2ccccc2C)ccc1NC(=O)c1ccccc1Cl,0.92,8,4,13,2,-5,-5,1.1,-8
O=C(Nc1ccc(C(=O)O)cc1)/C(=C\c1ccc([N+](=O)[O-])cc1)NC(=O)c1ccc(Br)cc1,0.95,5,-2,7,8,4,10,0.9,8
CC1CCCN(Cc2nc3c(c(=O)n(C)c(=O)n3C)n2CCCc2ccccc2)C1 (centres undefined),1.1,-10,-6,14,20,6,-9,1.1,28
CCC(=O)Nc1ccc(C(=O)CSc2nnc(-c3cccnc3)o2)cc1,0.95,5,-16,10,-10,-4,12,0.88,14
